MITF inh – MITF inhibitors, primary screen, biochemical, AlphaScreen, human | inhibition, % at 2.6 µM | hit rate 0.91% among 650,000 | Microphthalmia-associated transcription factor (Homo sapiens), O75030 | AlphaScreen MITF homodimerization, bead proximity signal; in the data active = inhibition above about 50%;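 also: 0% = vehicle wells with protein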
Target sequence (O75030 whole entry, looked up): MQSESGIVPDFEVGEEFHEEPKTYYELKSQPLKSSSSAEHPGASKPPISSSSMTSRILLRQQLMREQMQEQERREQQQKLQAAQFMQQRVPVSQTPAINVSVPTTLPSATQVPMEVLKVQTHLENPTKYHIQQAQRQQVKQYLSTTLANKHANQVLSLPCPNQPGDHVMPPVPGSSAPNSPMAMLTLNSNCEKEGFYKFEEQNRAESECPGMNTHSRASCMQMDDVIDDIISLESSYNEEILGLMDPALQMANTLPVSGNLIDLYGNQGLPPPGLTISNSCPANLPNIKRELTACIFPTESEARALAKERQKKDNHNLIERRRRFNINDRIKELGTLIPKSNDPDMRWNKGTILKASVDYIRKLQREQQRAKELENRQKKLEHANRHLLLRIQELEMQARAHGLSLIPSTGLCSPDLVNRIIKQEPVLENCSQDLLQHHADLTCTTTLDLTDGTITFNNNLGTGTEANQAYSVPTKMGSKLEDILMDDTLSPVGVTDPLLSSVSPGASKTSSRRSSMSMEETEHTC
TEAD-YAP block – TEAD-YAP interaction inhibition, primary screen, TEAD-YAP interaction inhibitor project, luminescence, HEK-TIYL cells; hit rate 1.4% among 640,000; TEAD-Gal4/YAP UAS-luciferase luminescence; inhibition, % at 9.12 µM; in the data active = inhibition above about 32%;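 also: 0% = median of test compound wells and 100% = reference inhibitor wells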
GPR151 activ – activators of human GPR151, primary screen, cell-based, PathHunter beta-arrestin, luminescence; G-protein coupled receptor 151 (Homo sapiens), Q8TDV0; activation, % at 11.2 µM; PathHunter beta-arrestin GPR151 cells; AID 1508602, 2020; hit rate 1% among 650,000; in the data active = activation above about 4.9%;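 also: 0% = median of compound wells and 100% = cells with positive control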
Target sequence (Q8TDV0 whole entry, looked up): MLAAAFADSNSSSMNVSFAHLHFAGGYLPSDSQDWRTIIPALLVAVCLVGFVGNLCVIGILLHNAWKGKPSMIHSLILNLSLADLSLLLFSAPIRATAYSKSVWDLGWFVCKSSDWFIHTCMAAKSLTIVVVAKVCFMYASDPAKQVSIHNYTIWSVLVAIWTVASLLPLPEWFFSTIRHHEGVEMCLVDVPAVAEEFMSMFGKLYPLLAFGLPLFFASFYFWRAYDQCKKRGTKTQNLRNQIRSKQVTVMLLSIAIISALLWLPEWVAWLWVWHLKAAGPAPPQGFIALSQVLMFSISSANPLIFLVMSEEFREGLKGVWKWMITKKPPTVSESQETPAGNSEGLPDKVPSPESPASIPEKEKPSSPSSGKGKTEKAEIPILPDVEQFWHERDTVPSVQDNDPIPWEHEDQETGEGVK
FBW7 act – FBW7 E3 ligase activators, primary screen, biochemical, AlphaScreen, human. F-box/WD repeat-containing protein 7 (Homo sapiens), Q969H0. AlphaScreen FBW7–phospho-cyclin E peptide binding, activator screen. normalized activity (activation), % at 26.1 µM. hit rate 0.13% among 650,000. AID 1259310, 2017; in the data active = normalized activity above about 1.9%;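 also: purified mutant Fbw7 with reduced substrate affinity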
Starred values were filed as active, the others as inactive; x = not tested or not shown; & = joins results of further samples.

SMILES	MITF inh	TEAD-YAP block	GPR151 activ	FBW7 act
Cc1cc(NC(=O)C2CC=CCC2C(=O)O)ccc1NC(=O)Cc1ccccc1 (stereo not given)	6	-3	0.5	0.0
O=[N+]([O-])c1ccccc1SN1CCN(Cc2ccccc2)CC1	12	-1	0.8	-0.2
CCCc1ccc(Oc2cn[nH]c2-c2ccc(OC)cc2O)cc1	-3	-2	-0.5	0.1
Cc1ccc(CNc2nc3c(c(=O)[nH]c(=O)n3C)n2CCO)cc1	-6	-2	1.4	0.0
CCN(Cc1ccncc1)C(=O)c1c(COC)n(CCCc2ccccc2)c(C)cc1=O	1	-2	0.1	-0.1
CSc1ccc(C(=O)NCCN2Cc3cc(C)ccc3OC(C)C2)cc1 (stereo not given)	9	2	-1.3	0.2
COc1ccc(CNCc2cc(NC(C)=O)cc(C(=O)N3CCN(C)CC3)c2)c(C)c1C	7	-3	-0.1	0.0
COc1ccc(C(=O)NCC(=O)N/N=C/c2ccc(O)c(O)c2)cc1OC	16	2	0.0	0.1
O=C1CC(NCc2ccncc2)C(=O)N1c1ccc(F)cc1 (stereo not given)	7	-9	0.1	0.2
CCCCOc1ccc(C(=O)N/C(=C/C=C/c2ccccc2)C(=O)N2CCOCC2)cc1	-22	-4	1.6	0.1
Cc1nc2ccc(NC(=O)c3ccc(Cn4ccnc4)cc3)cc2s1	2	-5	-1.1	-0.1
Cc1onc(-c2ccccc2)c1C(=O)N[C@@H]1C(=O)N2[C@@H]1SC(C)(C)[C@@H]2C(=O)O	1	x	0.7	0.1
CC(=O)c1ccc(NC(=O)C2CC3c4ccccc4C2c2ccccc23)cc1 (stereo not given)	-3	-21	1.0	-0.2
Cc1ccc(CCC(=O)NCCn2nnn(-c3ccccc3)c2=O)o1	8	0	0.0	0.1
CC(=O)c1cccc(S(=O)(=O)N2CCNCC2)c1	-11	-1	-0.2	0.1
Cc1cccnc1NC(=O)C1CCCN(S(=O)(=O)c2ccc3c(c2)oc(=O)n3C)C1 (stereo not given)	-4	-9	-0.3	0.1
CN(C)c1ccc(/C=C2/C(=O)c3ccc(C(=O)O)cc3C2=O)cc1	23	-2	0.5	-0.1
C/C(=N\NC(=O)Cc1c(C)[nH]c(=O)[nH]c1=O)c1ccc(Br)cc1	-1	-8	-0.6	-0.1
CCc1c(C)nc2ncnn2c1N1CCCC(C(=O)Nc2nnc(C)s2)C1 (stereo not given)	-1	48*	1.2	-0.1
CCN(CC)C(=O)C1CCCN(c2nc3ccc(C(=O)NC4CCN(Cc5ccccc5)CC4)cc3s2)C1 (stereo not given)	11	7	0.9	0.0

Complete entries, quoted from the list.
`Cc1nc2ccc(NC(=O)c3ccc(Cn4ccnc4)cc3)cc2s1` across the screens: MITF inh = 2; TEAD-YAP block = -5; GPR151 activ = -1.1; FBW7 act = -0.1
`COc1ccc(C(=O)NCC(=O)N/N=C/c2ccc(O)c(O)c2)cc1OC` across the screens: MITF inh = 16; TEAD-YAP block = 2; GPR151 activ = 0.0; FBW7 act = 0.1
`O=[N+]([O-])c1ccccc1SN1CCN(Cc2ccccc2)CC1` across the screens: MITF inh = 12; TEAD-YAP block = -1; GPR151 activ = 0.8; FBW7 act = -0.2

Following part
SMILES	MITF inh	TEAD-YAP block	GPR151 activ	FBW7 act
CCOC(=O)C1CCCN(C(=O)CNC(=O)Cn2cnc3sc4c(c3c2=O)CCCC4)C1 (stereo not given)	-3	5	-0.4	-0.2
CCN(CC)CCN(C)C/C=C/c1ccccc1[N+](=O)[O-]	1	5	0.8	0.0
Cc1ccc(S(=O)(=O)N(C)C)cc1NC(=S)Nc1ccc2[nH]c(=O)[nH]c2c1	-12	-2	-1.3	-0.2
COCCn1c(=NC(=O)C(C)C)sc2cc(Cl)ccc21	16	-3	-1.0	0.1
Cc1ccc(-c2nc3nc(-c4ccc(F)cc4)cn3nc2-c2ccc(C)cc2)cc1	1	4	2.4	-0.1
O=C(CSc1n[nH]c(/C=C/c2ccc(F)cc2)n1)Nc1cc(C(=O)O)cc([N+](=O)[O-])c1	9	69*	-6.4	0.6
Cc1noc(/C=C/N(C)C)c1S(=O)(=O)N1CCC(C(=O)N2CCCC2)CC1	-7	-1	-0.1	0.0
COc1ccc(S(=O)(=O)N2c3ccccc3CC2C)cc1 (stereo not given)	0	48*	1.6	-0.2
CCC(Cc1ccccc1)NC(=O)c1cc(S(=O)(=O)N2CCCCC2)c[nH]1 (stereo not given)	-14	-4	-1.3	-0.1
CC(C)(C)c1[nH]nc2c1C(c1ccc(F)cc1)C(C#N)=C(N)O2 (stereo not given)	4	-4	0.7	0.0
CC(/C=C1N=C(/C=C/c2ccc(Cl)cc2Cl)OC\1=O)=C\c1ccccc1	-11	-15	0.7	-0.1
Cn1c2ccccc2c2nnc(SCC(=O)Nc3ccc(F)cc3)nc21	4	6	0.3	-0.2
CCCSCCCNCc1c(C(=O)O)c(C)n(Cc2ccccc2)c1C	10	4	-0.8	0.0
CCOC(=O)CC(=O)CSc1nc2c(sc(=S)n2-c2cccc(OC)c2)c2nc3ccccc3n12	-12	-19	-1.2	0.0
CCOc1ccccc1C(=O)Nc1cc(C)c2c(=O)oc3ccccc3c2n1	8	0	-0.5	0.4
Cc1cccc2nc(CSc3nnc4c(n3)[nH]c3ccc(S(=O)(=O)N(C)C)cc34)cc(=O)n12	2	-1	-0.1	0.5
COc1cc(CN2CCCC(N3CCC(CO)CC3)C2)cc(Cl)c1OC (stereo not given)	1	-2	1.1	0.0
COc1ccc(-c2nc(SCc3ccc(OC)c([N+](=O)[O-])c3)n[nH]2)cc1	5	-8	-0.9	-0.1
N#C/C(=C\c1ccccc1I)c1nnc2n1CCCCC2	6&8	4&-6	-2.0&1.1	0.0&-0.1
CCCN1CCC(N2C[C@H](NCc3cccc(C)c3)C[C@H]2C(=O)NCC)CC1	7	-6	1.4	0.1
C/C(=N/Nc1ccccc1)c1no[n+]([O-])c1C	0	-1	-1.1	-0.1
COCCn1c(=O)c(CN2CCCC(C(N)=O)C2)cc2cc(C)ccc21 (stereo not given)	6	15	-1.5	0.1
Cc1ccc(NC(=O)C(NNC(=O)c2ccc3c(c2)OCO3)c2ccccc2)cc1 (stereo not given)	5	-28	1.2	-0.1
COc1ccc(-c2c(C#N)c(SCC(N)=O)nc(C)c2C(=O)Nc2ccccc2)cc1	1	1	0.1	0.0
c1ccc(Oc2ccc(Nc3cc(Nc4ncccn4)ncn3)cc2)cc1	7	6	3.0	0.0
COc1ccc2oc(=O)c(-c3csc(-c4ccc(N(C)C)cc4)n3)cc2c1	3	-11	0.6	0.0
COc1cc([C@@H]2c3cc4c(cc3[C@H](O)C3COC(=O)[C@@H]32)OCO4)cc(OC)c1OC (stereo not given in full)	-1&7	55*	1.0&0.5	0.0&-0.1
CCOc1ccc(N2C(=O)/C(=C/c3ccc(C)o3)N(CC(=O)OC)C2=S)cc1	12	-3	-1.2	0.1
COc1ccc(NC(=S)NCc2ccccc2)cn1	0	7	-0.3	0.1
CCOCCOC(=O)C1=C(C)NC2=C(C(=O)CC(c3cccs3)C2)C1c1ccccc1F (stereo not given)	-3	17	1.1	0.3
CCSc1nnc2c(n1)OC(C(=O)c1ccccc1)Nc1ccccc1-2 (stereo not given)	15	-1	-2.2	0.6
CCOc1ccc(NC(=O)Nc2nnc(COc3ccc([N+](=O)[O-])cc3)s2)cc1	16	4	-0.4	0.1
CCOC(=O)C(=O)N1CCN(c2ccccc2)CC1	5	3	3.2	-0.2
CCC(C)NC(=O)C1CCN(Cc2ccc(OC)cc2)CC1 (stereo not given)	39	2	0.0	0.1
CCC(C(=O)NCCCN(CC)CC)c1ccccc1 (stereo not given)	1	8	-0.3	-0.2
O=C(O)CCC(=O)N1c2ccccc2NC2=C(C(=O)CC(c3ccco3)C2)C1c1cccs1 (stereo not given)	12	-1	0.6	0.1
CNc1nc(Nc2ccnc(Nc3cc(OC)c(Br)cc3OC)c2)c(C(=O)OC)s1	6	11	1.3	-0.2
CCOC(=O)c1cccc(NS(=O)(=O)c2cccc3nsnc23)c1	11	-10	-0.8	0.4
CCOc1cc(C2Nc3ccccc3-c3nnc(SCC)nc3O2)ccc1O (stereo not given)	-2	-26	0.7	0.0
Cc1cnc(CN(C)C(=O)CC2C(=O)NCCN2C/C=C/c2ccccc2)[nH]1 (stereo not given)	-11	0	-1.2	0.0
Cc1ccsc1/C=N/n1c(-c2ccncc2)n[nH]c1=S	10	3	1.7	0.3
CN1[C@@H]2CC[C@H]1CC(OC(=O)C(CO)c1ccccc1)C2 (stereo not given in full)	1	x	2.4	0.0
Cn1c(=O)c2cc(S(=O)(=O)NC3CCCCCC3)ccc2n(C)c1=O	5	15	-0.1	-0.1
NC(=O)COC(=O)c1oc2ccccc2c1COc1ccccc1	64*	11	-1.3	0.7
CCOC(=O)CCSCC(=O)Nc1nnc(C)s1	-2	-3	-0.4	0.1
COCCn1c(SC)nnc1-c1ccccc1	7	-4	-0.1	-0.1
COc1ccc(NC(=O)C2CC(=O)N(CCc3ccccc3)C(=Nc3cccc(Cl)c3)S2)cc1 (stereo not given)	-3	4	-0.3	-0.2
COc1ccc(N(CC(=O)Nc2ccc(F)cc2)S(C)(=O)=O)cc1OC	7	-2	-1.2	0.0
CCOc1ccc(C2C(C#N)=C(N)Oc3n[nH]c(-c4ccncc4)c32)cc1OCC (stereo not given)	5	12	-1.5	0.3
Cc1cc(C)nc(NC(=O)Nc2cccc3ccccc23)c1	13	-8	0.4	-0.1
CCOc1ccc(NC(=O)CSc2n[nH]c(N)n2)c([N+](=O)[O-])c1	14	9	3.3	0.1
CN1CCN(c2ccc(-c3ccc(C(=O)Nc4ccccc4)s3)cc2)CC1	4	-7	0.0	0.1
COc1cc(S(=O)(=O)N2CCN(c3ccccc3C)CC2)ccc1Cl	7	-2	0.6	0.6
Cc1cc(C)cc(CN2CCc3nnc(CNC(=O)Cc4ccccc4)n3CC2)c1	-5	11	-1.8	0.2
CCC(=O)Nc1nc2c(s1)C(=O)CC(C(=O)NCCc1nc3ccccc3[nH]1)C2 (stereo not given)	0	3	-0.5	-0.1
O=C(CNc1ccc2ccccc2c1)N/N=C/c1ccc(C(=O)O)cc1	-37	-2	2.2	-0.1
COc1cccc(/C=C2N=C(/C=C/c3cccc(Cl)c3Cl)OC\2=O)c1	14	-5	-1.2	0.2
CC(=O)Nc1ccc(S(=O)(=O)NCCCCO)cc1	8	-2	1.0	0.3
Cc1[nH]c(=O)[nH]c(=O)c1S(=O)(=O)NC1CCCCCC1	0	9	-0.7	0.1
Cc1oc(-c2ccc(Cl)cc2)nc1CSCC(=O)NC(C)C	-5	-4	2.9	-0.1
Next part.
SMILES	MITF inh	TEAD-YAP block	GPR151 activ	FBW7 act
CCOC(=O)C1=C(C)N(c2ccc(OC)cc2)C(=O)/C1=C\c1cc(Br)ccc1OC	-4	-2	-0.2	-0.1
C=CCNc1nc(Nc2cccc([N+](=O)[O-])c2)nc(OC(C(F)(F)F)C(F)(F)F)n1	1	1	2.2	0.0
Cc1cnc(C)c(-c2ccc3c(c2)CC(CNC(=O)Cc2c[nH]c4ccccc24)O3)n1 (stereo not given)	13	5	-0.1	-0.1
O=C(CNC(=O)C1CCCCC1)Nc1cccc(-c2nnc3n2CCCCC3)c1	-34	-3	-0.9	0.1
COc1cc(C=O)ccc1OCC(=O)N1CCCC1	-2	-2	-2.0	0.5
Cc1ccc(-n2nc3ccc(NC(=O)c4oc5ccc(C)cc5c4C)cc3n2)cc1	6	-12	0.1	-0.1
CCOC(=O)C1CCCN(C(=O)Nc2ccccc2)C1 (stereo not given)	13	2	-0.5	-0.2
COc1cccc(-c2cnn3c(NCc4cccs4)ccnc23)c1	-27	-49	-1.4	-0.1
CCCNC(=O)c1cnc(Nc2ccncc2)s1	16	-4	-1.7	0.4
CCOc1cccc(-c2cn3c(NC(C)=O)cnc3cn2)c1	-7	-4	0.3	0.9
Cc1cccc(C(C(=O)NC(C)(C)C)N(Cc2cccnc2)C(=O)c2csnn2)c1 (stereo not given)	-5	6	1.7	-0.1
CN(C(=O)CN1C(=O)NC2(CCCCC2)C1=O)c1ccccc1	12	4	1.0	0.2
CCOC(=O)c1c(NC(=O)C(C)Sc2nnc(CNC(=O)c3ccccc3OC)n2-c2ccc([N+](=O)[O-])cc2)sc2c1CCC2 (stereo not given)	0	-2	-1.5	-0.1

Pulled by compound from the list above:
SMILES	MITF inh	TEAD-YAP block	GPR151 activ	FBW7 act
c1ccc(Oc2ccc(Nc3cc(Nc4ncccn4)ncn3)cc2)cc1	7	6	3.0	0.0
Cc1ccc(CCC(=O)NCCn2nnn(-c3ccccc3)c2=O)o1	8	0	0.0	0.1
CCOc1ccc(C2C(C#N)=C(N)Oc3n[nH]c(-c4ccncc4)c32)cc1OCC (stereo not given)	5	12	-1.5	0.3
CCCN1CCC(N2C[C@H](NCc3cccc(C)c3)C[C@H]2C(=O)NCC)CC1	7	-6	1.4	0.1
